p53ts 39C kill – cytotoxicity in p53ts cells at nonpermissive temperature; H1299-p53A138V viability at 39C, ATP luminescence, 24 h; Potency, µM (titrated, usually from 46.1 µM), for inactives: at the top dose activity change, negative = cell killing, hits mostly cytotoxic; hit rate 1.5% among 130,000; AID 902; also: nearly all actives have a fitted effect of over 55% in size
Peg3 imprint – inducers of genomic imprint erasure in mouse ES cells; Potency, µM (doses to about 60.7 µM), for the others: at the top dose activity change, positive = activation, actives largely listed as activators; mouse ES Peg3-LacZ reporter, beta-gal luminescence, 40 h; hit rate 0.02% among 110,000;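 also: 0% = negative control wells on the plate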
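Gelatin-coated wells received 300 freshly trypsinized female ES cells with a Peg3LacZ-Neo reporter on the maternal allele, then incubated 40 hours at 37C. BetaGlo was added for 5 minutes at room temperature before a single luminescence read.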
p53ts 32C kill – p53ts cell cytotoxicity, permissive temperature. H1299-p53A138V at 32C, ATP luminescence viability, 24 h. Potency, µM (doses to about 46.1 µM), for inactives: at the top dose activity change, negative = cytotoxicity, most hits filed as cytotoxic. hit rate 0.93% among 130,000. AID 924;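 also: 0% = DMSO and -100% = full killing by reference compound; nearly all actives have a fitted effect of over 55% in size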
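H1299-p53 A138V cells (temperature-sensitive p53) exposed 24 h to up to 46 uM compound at 32C, where p53 is wild-type in conformation. Viability read as ATP luminescence and normalised to DMSO and 100 uM tamoxifen. AC50 fitted with the Hill equation.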
IkB sig inh – suppresses IkB signaling in ABC-DLBCL reporter cells | ABC-DLBCL IkBa-CBG/CBR dual luciferase ratio, 4 h; response scale: scaled: untreated 0%, proteasome inhibitor 100% | Potency, µM (doses to about 57.1 µM), for inactives: top-dose IkBa stabilization activation | hit rate 0.04% among 110,000; active = well fitted curve in the direction sought with a large enough effect in the signal ratio, not every such curve was filed as active; inconclusive = small, poorly fitted or top-dose-only effect, or a change in a side signal; the % refers to the signal ratio;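 also: the direction sought is a rising ratio; 0% = basal untreated cells and 100% = reference inhibitor full response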
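In this assay, an IκBα–CBG68 fusion accumulates when IKK-driven degradation is blocked; native CBR normalizes for cell number. OCI-Ly3 cells were treated 4 h with compound and doxycycline, then green and red light read after Chroma-Glo addition.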
Active calls of the source: *; u = inconclusive; x = not tested or not shown; [ ] = another dose, or the depositor's remark. Unless noted, calls follow the shape of the dose curve; as a rule, active = well fitted curve in the direction sought with a large enough effect; inconclusive = small, poorly fitted or top-dose-only effect, or another doubt; inactive = no such curve, though single readings can be large; an effect the other way counts as inactive or inconclusive. Unless noted, % is scaled to controls: 0 for no effect and ±100 for the full control effect; potency is read from the fitted curve at half-maximal effect. Compounds as they come; 1.8% or so of the library scored in one or more.

SMILES	p53ts 39C kill	Peg3 imprint	p53ts 32C kill	IkB sig inh
O=C(CNS(=O)(=O)c1cccc2nsnc12)NC1CCCCC1	4%	-3%	-1%	-2.1%
FC(F)(F)c1cccc(-c2nnn3c2nc(NC2CCCCC2)c2ccccc23)c1	u	-17%[10.9 µM]	-14%	u
CCOC(=O)c1cc(C)n(CC2CCC(C(=O)Nc3ccc(C(=O)OC)cc3)CC2)c1C (stereo not drawn)	11%	-6%[10.9 µM]	44%[activator]	u
COC(=O)C(NC(=O)c1ccco1)(Nc1nc(C2CC2)cs1)C(F)(F)F (stereo not drawn)	11%	-5%	-11%	2.0%
Cc1ccc(NS(=O)(=O)c2ccc3c(c2)NC(=O)CCS3)c(Br)c1	-14%	6%[10.9 µM]	-13%	u
O=C(NC12CC3CC(CC(C3)C1)C2)C1CC(=O)N(c2ccccc2)C1 (stereo not drawn)	24%	x	1%	x
Cc1nc2nc(SCC(=O)N3CCOCC3)nn2c(C)c1Cc1c(F)cccc1Cl	-5%	-11%	0%	2.2%
COc1cc(C(=O)Nc2ccc(-c3nc4ccccc4o3)c(O)c2)cc(OC)c1OC	u	-7%[10.9 µM]	13%	8.9%
CCc1nn(CC(=O)NC(C)CC)c(=O)c2cc3c(OC)cccc3n12 (stereo not drawn)	12%	u	-5%	-1.8%
COc1cc(NS(=O)(=O)c2ccc(NC(=O)c3ccc(OC)c(Br)c3)cc2)nc(OC)n1	-5%	-5%[10.9 µM]	-6%	u
COc1ccc(Oc2nc3c(c(=O)n(Cc4ccc(Br)cc4)c(=O)n3C)n2C)cc1	-13%	-6%[10.9 µM]	-11%	8.2%
C=CCOC(=O)C1=C(C)N(C)C(=O)NC1c1cc2c(cc1Br)OCO2 (stereo not drawn)	4%	-4%	1%	0.0%

Pulled one by one from above:
SMILES	p53ts 39C kill	Peg3 imprint	p53ts 32C kill	IkB sig inh
COc1ccc(Oc2nc3c(c(=O)n(Cc4ccc(Br)cc4)c(=O)n3C)n2C)cc1	-13%	-6%[10.9 µM]	-11%	8.2%
Cc1ccc(NS(=O)(=O)c2ccc3c(c2)NC(=O)CCS3)c(Br)c1	-14%	6%[10.9 µM]	-13%	u

Next results follow:
SMILES	p53ts 39C kill	Peg3 imprint	p53ts 32C kill	IkB sig inh
CCCC(=O)Nc1cc(-c2nc3ncccc3o2)ccc1C	21%	x	-15%	x
O=C1c2ccccc2C(Nc2ccc3c(c2)OCCO3)N1Cc1ccc2c(c1)OCO2 (stereo not drawn)	17%	-16%	5%	1.5%
CN(C)c1ccc(NC(=O)Nc2ccc3snnc3c2)cc1	-13%	-54%[inhibitor]	-10%	0.1%
Cc1ccc2c(c1C)NC(=O)CC2c1ccc(Cl)cc1Cl (stereo not drawn)	-12%	5%[10.9 µM]	-13%	u
Cc1ccc(-n2ncc3c(N(CC(C)C)CC(C)C)ncnc32)c(C)c1	-20%	17%[10.9 µM]	10%	u
O=C(CSc1nc(=O)[nH]c2c1CCC2)NCc1ccc(F)cc1	2%	22%[10.9 µM]	-2%	-0.6%
Cc1nn(-c2ccccc2)c(N2CCCC2)c1/C=N/n1cnc2scc(-c3ccccc3)c2c1=O	-8%	-8%	-3%	u
COc1ccccc1CNc1ccc(N2CCCCC2)cc1	-24%	-21%	-19%	u
CCOc1cc(NC(=O)c2ccco2)c(OCC)cc1NC(=O)Cc1ccc(OC)c(OC)c1	-2%	-11%	0%	0.5%
CC(C)NC(=O)CSc1nnc(-c2ccc(S(=O)(=O)N3CCCC3)cc2)n1CC1CCCO1 (stereo not drawn)	23%	9%	-3%	0.8%
Cc1ccc2oc(C(=O)Nc3ccc(S(=O)(=O)Nc4nc(C)cc(C)n4)cc3)cc(=O)c2c1	-2%	-11%[10.9 µM]	4%	-1.3%
COc1ccc(N2CCN(c3oc(-c4ccc(OC)c(OC)c4)nc3C#N)CC2)cc1	10%	13%	-5%	0.0%

4 of the compounds above, as labelled records:
COc1ccccc1CNc1ccc(N2CCCCC2)cc1
  p53ts 39C kill = -24%
  Peg3 imprint = -21%
  p53ts 32C kill = -19%
  IkB sig inh = u

CCOc1cc(NC(=O)c2ccco2)c(OCC)cc1NC(=O)Cc1ccc(OC)c(OC)c1
  p53ts 39C kill = -2%
  Peg3 imprint = -11%
  p53ts 32C kill = 0%
  IkB sig inh = 0.5%

CC(C)NC(=O)CSc1nnc(-c2ccc(S(=O)(=O)N3CCCC3)cc2)n1CC1CCCO1 (stereo not drawn)
  p53ts 39C kill = 23%
  Peg3 imprint = 9%
  p53ts 32C kill = -3%
  IkB sig inh = 0.8%

Cc1ccc2oc(C(=O)Nc3ccc(S(=O)(=O)Nc4nc(C)cc(C)n4)cc3)cc(=O)c2c1
  p53ts 39C kill = -2%
  Peg3 imprint = -11%[10.9 µM]
  p53ts 32C kill = 4%
  IkB sig inh = -1.3%

(more compounds)
SMILES	p53ts 39C kill	Peg3 imprint	p53ts 32C kill	IkB sig inh
CCOC(=O)c1c(C)nc(-c2ccccc2)nc1N	u	-9%	-29%	-2.0%
CN(C)c1ncc2nc(-c3ccc(Cl)cc3)c(=O)n(C3CC3)c2n1	-14%	x	-5%	0.0%[11.4 µM]
O=C1CCC(=O)O1	16%	-2%	18%[1.84 µM]	3.3%
COc1nc(-c2ccccc2)ccc1-c1noc(-c2cccnc2)n1	0%	-8%	-3%	0.1%
O=C1COc2cc(S(=O)(=O)CCC(=O)N3CCN(c4ccccc4F)CC3)c(Cl)cc2N1	15%	-9%[10.9 µM]	-3%	2.0%
COc1cc2ccccc2cc1C(=O)OCC(=O)N1CCOCC1	4%	-6%	5%	0.9%
N#Cc1nc(-c2ccccc2)oc1N1CCCCC1	-1%	-7%	-6%	0.8%
CC(=O)c1cccc(NC(=O)N2CCC(c3nnc(SCC(N)=O)n3C)CC2)c1	0%	-2%	-5%	0.1%
CCCCOc1ccc(S(=O)(=O)n2nc(C)c(S(=O)(=O)N3CCCCCC3)c2C)cc1	-13%	-8%[10.9 µM]	-1%	1.5%
COc1ccccc1CNS(=O)(=O)c1cc(C)ccc1OC	9%	-13%	6%	-3.8%
Cc1c(C(=O)Nc2ccccn2)oc2ccccc12	u	x	u	x
COc1ccc(CCNC(=O)Cn2nnc(-c3ccc(C(F)(F)F)cc3)n2)cc1OC	28%	-11%[10.9 µM]	-5%	-1.3%
CC(C(=O)NC1=NCCS1)(C(F)(F)F)C(F)(F)F	0%	-17%	4%	8.6%
O=C(Nc1ccc(OC(F)(F)F)cc1)C1CCCN(S(=O)(=O)c2cccc3nonc23)C1 (stereo not drawn)	-21%	3%[10.9 µM]	10%	0.3%
COc1ccccc1C(=O)Nc1ccccc1N1CCN(S(C)(=O)=O)CC1	0%	-9%	17%	-1.2%
CN(C)c1ccc(-c2nc(-c3cc4cc(Cl)ccc4oc3=O)cs2)cc1	23%	7%[10.9 µM]	-4%	0.8%
O=C(NCc1cccs1)C1CCC(CNS(=O)(=O)c2ccc(Br)s2)CC1 (stereo not drawn)	2%	-8%	-4%	-0.3%
CCC(c1nnnn1C(C)(C)C)N1CCN(c2cc(Cl)ccc2C)CC1 (stereo not drawn)	-7%	-12%	-1%	u
CCOC(=O)c1ccc(NC(=O)CSc2nccn2Cc2ccc(OC)cc2)cc1	-30%	-3%[10.9 µM]	5%	4.8%
CCCCn1c(=O)[nH]c(=O)c2c1nc(COc1ccc(C#N)cc1)n2CCC	-15%	6%	4%	-0.8%
N=C1C(c2nc3ccccc3c(=O)[nH]2)=C(O)CN1CCO	-10%	6%	-2%	-0.7%
CCOc1ccc(CCNC(=O)CCCn2c(=O)c3cccn3c3cccnc32)cc1	-9%	-20%[10.9 µM]	3%	-1.6%
CC1(C)CC(=O)c2sc(NC(=O)CN3CCCCC3)nc2C1	8%	23%	6%	0.9%
CCC1C(C#N)=C(SC)NC2=C1C(=O)CC(C)(C)C2 (stereo not drawn)	18%	-13%	1%	-0.8%
CC1CCCCN1CCn1c(=S)[nH]c2ncccc2c1=O (stereo not drawn)	11%	10%	11%	-1.3%
Cc1ccc(S(=O)(=O)N2CCN(Cc3cc(Br)ccc3O)CC2)cc1	-11%	-14%[10.9 µM]	10%	17%
COc1cccc(-c2cc(C(=O)NCc3ccc(F)cc3)no2)c1	-10%	-9%[10.9 µM]	6%	0.0%
CCN(CCNC(=O)C1CCN(S(=O)(=O)c2cccc3cccnc23)CC1)c1ccccc1	8%	-17%	-1%	1.0%
COC(=O)c1cccc2c1-c1ccccc1/C2=N/O	-10%	x	7%	u
O=C(NCc1ccccc1)N1CCN(c2ccccc2F)CC1	8%	13%	-7%	0.2%
CCOC(=O)C1Cn2c(nc3c(c2=O)C2(CCCC2)Cc2ccccc2-3)S1 (stereo not drawn)	-5%	-5%	6%	u
COC(=O)C1=C(N)Oc2cc(C)n(Cc3cccnc3)c(=O)c2C1c1cccc(OC)c1OC (stereo not drawn)	-11%	-11%	15%	-1.7%
CCn1c(SCC(=O)N2CCCCC2)nnc1-c1ccc(S(=O)(=O)N2CCN(C)CC2)cc1	-3%	-12%	-1%	0.9%
O=C(CSc1nc2c([nH]c3ccccc32)c(=O)n1-c1ccccc1)Nc1ccccc1F	-21%	-12%[10.9 µM]	-5%	-2.5%
COCCNc1ncnc2c1cnn2-c1cc(Cl)ccc1C	-21%	-9%[10.9 µM]	13%	u
COc1ccc(N2C3=[N+](CCCC3)CC2(C)O)cc1 (stereo not drawn)	-4%	-10%	-9%	0.8%
O=C(c1cccc(S(=O)(=O)N2CCCCC2)c1)N1CCOCC1	5%	6%	0%	0.9%
Cc1ccc(C)c(Cn2cnc3c(cnn3-c3ccc(F)cc3)c2=O)c1	-16%	17%[10.9 µM]	0%	-0.8%
O=C(O)C(Cl)(c1ccccc1)c1ccccc1	1%[9.22 µM]	1%[10.9 µM]	-13%[9.22 µM]	1.2%[11.4 µM]
CCc1ccc(CN2C(=O)c3ccccc3C2C(=O)NC2CCCCCC2)cc1 (stereo not drawn)	1%	9%[10.9 µM]	12%	u
Cc1ccc(C)c(NS(=O)(=O)c2cc3c(cc2Cl)NC(=O)CO3)c1	-3%	-17%[10.9 µM]	4%	1.6%
CC(=O)NC(C)c1ccc(Cl)c(Cl)c1 (stereo not drawn)	-3%	-4%	18%	2.9%
CCOc1cc2[nH]c(=O)n(CCCCC(=O)NC3CCCCC3)c(=O)c2cc1OCC	-3%	-7%	2%	1.3%
COc1ccc(N(C(=O)COc2ccccc2)C2C=CS(=O)(=O)C2)cc1 (stereo not drawn)	12%	6%	-8%	0.6%
CCOc1ccc(-n2nc3ccc(NC(=O)c4ccc(OC)c(Cl)c4)cc3n2)cc1	-18%	-15%[10.9 µM]	11%	u
CCOC(=O)C1CCN(C(=O)c2cn(CCOC)c(=O)c3c2c2ccccc2n3C)CC1	-10%	-2%	-13%	-0.5%
Cn1c(CN2CCN(c3cccc(Cl)c3)CC2)nc2ccccc21	-5%	x	-2%	x
Cc1cc(C(=O)c2cccs2)c(N)s1	-8%	-3%	5%	1.4%
CC1=NN(c2ccc(S(=O)(=O)O)cc2)C(=O)/C1=C\c1ccc(Cl)cc1	8%[9.22 µM]	-3%[10.9 µM]	2%[9.22 µM]	-0.9%[11.4 µM]
CCOc1ccccc1CNCc1c(C(=O)O)c(C)n(Cc2ccc(C)cc2)c1C	5%	-6%[10.9 µM]	-2%	u
Cc1cccc(CNC(=O)c2cc3cc(S(=O)(=O)N4CCCCC4)ccc3n2C)c1	14%	-7%[10.9 µM]	3%	2.2%
Cc1cccc(N2CCN(C(=O)CCc3c(C)nc4c(c3C)c(=O)n(C)c(=O)n4C)CC2)c1C	-8%	-7%[10.9 µM]	11%	u
O=C(C1CCC(CNc2c(N3CCCCC3)c(=O)c2=O)CC1)N1CCCCC1 (stereo not drawn)	7%	-8%	2%	0.3%
COc1nc(NCc2ccco2)nc(N2CCC(C)CC2)n1	4%	-1%	5%	-2.1%
COC(=O)c1c(NC(=O)c2ccc(C(C)(C)C)cc2)sc2c1CCC(C)C2 (stereo not drawn)	17%	-4%[10.9 µM]	-10%	-0.4%
CC1(C)Cc2noc(N)c2C(C)(C)N1OC(=O)c1cccs1	-6%	-3%	-2%	0.5%
COc1ccccc1NC(=O)CSc1nnc(NC(=O)Nc2ccc(C)cc2)s1	u	7%[10.9 µM]	1%	u
Cc1[nH]c2ccccc2c1C(=O)C(=O)NC1CC(=O)N(c2ccccc2)C1 (stereo not drawn)	14%	17%[10.9 µM]	-3%	0.1%
